C8 TRAIL sens: sensitizes caspase-8 expressing cells to TRAIL; inhibition (viability loss, TRAIL sensitization), % at 10 µM; 1% of 360,000 active; NB7+C8 cells + TRAIL, ATPlite viability luminescence; AID 624354;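 active = compounds causing at least 50% loss of cell viability in the single-dose screen, relative to plate controls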
TWEAK Fn14 block: inhibitors of TWEAK-Fn14 interaction signaling; inhibition, % at 10 µM; TWEAK-stimulated Fn14 reporter cells, luciferase luminescence, 8 h; 2% of 360,000 active; in the data active = inhibition above about 50%
EBV LMP1 NFkB: reduces LMP1-driven NF-kappaB luciferase signal; LMP1-induced NF-kappaB luciferase reporter cells, luminescence; inhibition, % at 12.5 µM; 0.69% of 350,000 active; AID 504558; in the data active = inhibition above about 41%;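 also: 0% = neutral control wells and 100% = reference inhibitor control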
NCOA3 inh: human NCOA3 inhibition. Q9Y6Q9. HEK293 GAL4-SRC3 luciferase reporter, luminescence. inhibition, % at 3.6 µM. 0.17% of 360,000 active. AID 588352;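 active = inhibition above a per-campaign cutoff, the mean of all compounds plus 3 SD, cut at about 60% in these data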;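 also: 0% = DMSO-treated cells and 100% = gossypol-treated cells at 36 µM; higher means less SRC3-driven luciferase light from the GAL4 reporter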
NOD2-RIPK2 inh: blocks binding of human NOD2 to RIPK2. AID 624267. 0.38% of 360,000 active. CHO BLA complementation NOD2-RIPK2, CCF4 ratio. inhibition, % at 4.98 µM. O43353; in the data active = inhibition above about 21%;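 also: 0% = vehicle only and 100% = reference blocker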
TROY signal inh: TROY signaling inhibition; inhibition, % at 10 µM; 0.98% of 360,000 active; AID 1347056; Q293 LMP1-TROYcd NF-kB luciferase reporter, 4 h;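 active = compounds whose plate-normalised and pattern-corrected inhibition of the luciferase reporter signal at the single screening dose is 50% or more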
SRC1 inh: inhibitors of human steroid receptor coactivator 1 (SRC1); 0.12% of 360,000 active; inhibition, % at 3.6 µM; HEK293 GAL4-SRC1 luciferase reporter, luminescence; Q15788;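 active = inhibition above the campaign mean plus 3 SD, with each screening campaign given its own cutoff, cut at about 60% in these data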;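 also: 0% = DMSO treated cells and 100% = gossypol at 36 µM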
NR2F2 inh: blocks human COUP-TFII nuclear receptor | HEK293T NGFI-A luciferase reporter, luminescence | AID 686940 | 0.7% of 370,000 active | inhibition, % at 8.6 µM;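 active = inhibition above a per-plate cutoff, mean inhibition of test wells between control levels plus 3 SD, cut at about 38% in these data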;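 also: cells cotransfected with COUP-TFII expression vector driving the NGFI-A reporter; 0% = median of COUP-TF2 test wells and 100% = reporter-only cells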
TLR9-MyD88 block: blocks human TLR9 binding to MyD88 | Q9NR96+Q99836 | CHO BLA complementation TLR9-MyD88, CCF4 FRET ratio | inhibition, % at 4.98 µM | 0.21% of 340,000 active;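 active = inhibition above the mean over all tested compounds plus 3 SD, cut at about 21% in these data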;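 also: 0% = DMSO only wells and 100% = clavulanate BLA inhibitor control wells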
Target sequence (Q99836 whole entry, looked up): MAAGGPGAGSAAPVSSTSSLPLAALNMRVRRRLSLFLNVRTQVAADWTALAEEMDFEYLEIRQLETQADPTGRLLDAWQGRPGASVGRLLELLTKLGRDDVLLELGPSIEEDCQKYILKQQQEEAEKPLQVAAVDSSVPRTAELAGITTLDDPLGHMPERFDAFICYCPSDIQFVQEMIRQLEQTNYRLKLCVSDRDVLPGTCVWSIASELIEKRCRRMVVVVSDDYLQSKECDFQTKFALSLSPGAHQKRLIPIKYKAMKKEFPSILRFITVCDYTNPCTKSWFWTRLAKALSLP
Target sequence (Q9NR96 whole entry, looked up): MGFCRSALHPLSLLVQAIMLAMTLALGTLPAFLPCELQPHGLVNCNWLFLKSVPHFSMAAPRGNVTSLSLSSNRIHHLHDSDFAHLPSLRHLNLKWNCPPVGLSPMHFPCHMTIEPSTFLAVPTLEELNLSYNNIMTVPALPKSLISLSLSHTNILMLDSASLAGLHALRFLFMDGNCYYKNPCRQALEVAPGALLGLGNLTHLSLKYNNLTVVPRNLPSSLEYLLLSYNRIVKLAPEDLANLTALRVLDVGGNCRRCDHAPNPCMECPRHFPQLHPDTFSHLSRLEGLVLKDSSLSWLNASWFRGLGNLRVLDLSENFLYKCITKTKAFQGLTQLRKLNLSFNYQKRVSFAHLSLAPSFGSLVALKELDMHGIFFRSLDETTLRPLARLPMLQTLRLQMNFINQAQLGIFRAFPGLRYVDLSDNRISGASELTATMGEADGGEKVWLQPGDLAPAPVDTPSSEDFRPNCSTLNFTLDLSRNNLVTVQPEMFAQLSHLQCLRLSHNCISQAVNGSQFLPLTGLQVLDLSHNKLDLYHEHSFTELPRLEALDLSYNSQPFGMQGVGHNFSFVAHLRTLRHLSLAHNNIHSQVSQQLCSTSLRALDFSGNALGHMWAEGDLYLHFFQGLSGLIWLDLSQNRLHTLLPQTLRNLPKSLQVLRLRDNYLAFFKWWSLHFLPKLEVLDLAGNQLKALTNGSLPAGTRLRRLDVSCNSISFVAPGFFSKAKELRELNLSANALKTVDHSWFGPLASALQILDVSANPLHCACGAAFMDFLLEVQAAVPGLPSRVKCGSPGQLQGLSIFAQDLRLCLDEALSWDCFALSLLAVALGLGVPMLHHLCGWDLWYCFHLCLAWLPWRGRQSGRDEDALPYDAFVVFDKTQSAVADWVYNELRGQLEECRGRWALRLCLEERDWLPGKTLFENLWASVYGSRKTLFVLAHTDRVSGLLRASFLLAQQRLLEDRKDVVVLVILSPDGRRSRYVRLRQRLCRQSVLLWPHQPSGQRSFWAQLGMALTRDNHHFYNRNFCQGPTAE
LRH-1 inv ag: inverse agonists of human LRH-1 (NR5A2). AID 602396. HEK293T StAR-luciferase reporter, LRH-1 transfected, 24 h. 0.13% of 360,000 active. inhibition, % at 3.6 µM;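 active = inhibition above the mean inhibition of all tested compounds plus 3 SD, cut at about 73% in these data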;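 also: 0% = DMSO wells and 100% = reporter-only cells lacking LRH-1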
NCOA2 inhibitor: inhibits human steroid receptor coactivator 2; Q15596; HEK293 GAL4-SRC2 luciferase reporter, luminescence; inhibition, % at 9 µM; 0.17% of 370,000 active; AID 651957;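 active = inhibition above the mean inhibition of all tested compounds plus 3 SD, set per campaign, cut at about 52% in these data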;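 also: 0% = DMSO treated cells and 100% = cells given Gossypol at 36 µM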
Starred values were filed as active, the others as inactive; . = not tested or not shown; & = joins results of further samples. The list is partial; rates above refer to the full screens.

Results follow in this order: C8 TRAIL sens	TLR9-MyD88 block	NOD2-RIPK2 inh	TWEAK Fn14 block	EBV LMP1 NFkB	NCOA3 inh	NR2F2 inh	SRC1 inh	TROY signal inh	NCOA2 inhibitor	LRH-1 inv ag
CCN(CC)C(=O)C1=C(C)N(Cc2ccccc2)C(=O)C(CC(=O)NCCc2ccccn2)C1 (stereo unspecified)
    2	2	1	-6	-3	-22	7	-8	8	-4	3
Cc1cccc(N2CCN(CC(=O)N(C3CCCC3)C3CCS(=O)(=O)C3)CC2)c1C (stereo unspecified)
    1	6	-6	2	2	12	23	-18	-16	-1	-10
Cc1ccc(S(=O)(=O)N2CCN(C(=O)COC(=O)CSc3ccccc3)CC2)c(C)c1
    2	2	-1	0	0	0	-3	-9	6	-9	-3
COCCNC(=O)C1CCC(CNS(=O)(=O)c2ccc3c(c2)CC(C)N3C(=O)C2CC2)CC1 (stereo unspecified)
    -8	-7	-16	3	-10	5	12	-12	11	16	-7
C/C=C/CSc1nc2c(c(=O)[nH]c(=O)n2C)n1Cc1ccc(C)cc1
    15	2	1	0	6	11	-5	4	8	-9	-7
COc1ccccc1-c1cnc2c(c1)C(=O)N([C@@H](C)CO)C[C@H](C)[C@H](CN(C)C)O2
    4	-3	-2	-4	6	2	-6	7	-22	-14	11
CC(=O)N1C(C)(C)CC(=NOS(=O)(=O)c2ccccc2)CC1(C)C
    4	5	0	-3	6	19	-11	2	17	0	-8
CCCCn1c(N)c(N(CC)C(=O)c2ccc3c(c2)S(=O)(=O)c2ccccc2C3=O)c(=O)[nH]c1=O
    5	3	-10	-23	-16	-22	-16	-9	-6	16	-10
C#CC(=O)N(c1ccc(OC)c(OC)c1)C(C(=O)NC1CCCC1)c1cccs1 (stereo unspecified)
    90*	4	4	61*	10	37	-29	1	11	-1	44
CCOC(=O)C1CCCN(C/C(O)=C(\C#N)c2nc(-c3ccc(Cl)cc3)cs2)C1 (stereo unspecified)
    -8	-3	-6	-9	1	1	0	8	0	-10	7
CC(=O)Nn1cc2c(c1-c1ccccc1)c(=O)n(C)c(=O)n2C
    -5	1	1	-1	1	-22	0	-6	-4	16	-2
Cc1ccc(C(=O)Nc2ccc(NC(=O)c3cccs3)cc2)c(C)c1
    3	0	-8	0	0	1	-11	-24	-21	14	-12
Cc1sc(-c2ccccn2)nc1OC(=O)c1ccc(Cl)c(Cl)c1
    5	8	-12	17	6	3	0	-6	-21	6	-21
O=C(Cc1ccccc1)N/N=C/C=C/c1cccc([N+](=O)[O-])c1
    -9	9	-6	2	-7	10	-2	-12	-4	-18	1
Cn1c(=O)c(NC(=O)c2ccccc2)c2n(c1=S)CCCCC2
    -3	-6	1	-4	-10	0	-7	-29	-18	-10	-2
CCCNC(=O)C(Cc1ccc(Cl)cc1)NC(=O)c1ccc(C#N)cc1 (stereo unspecified)
    5	-4	2	7	-4	4	-11	-8	-4	-35	16
COCCNc1nc(Oc2ccc(Cl)c(Cl)c2)c2sccc2n1
    11	.	-5	11	.	-5	-7	0	-2	-33	14
CS(=O)(=O)Nc1cccc(NC(=O)C2Cc3c(-c4cccc(F)c4)ccnc3O2)c1 (stereo unspecified)
    70*	.	7	-20	.	22	3	23	25	43	29
COCCCN(C(=O)C1CCCCC1)c1c(N)n(Cc2ccccc2)c(=O)[nH]c1=O
    -1	-3	8	1	5	-7	-6	-16	0	-11	10
CC(C)CN1C(=O)NC2(CCCc3ccccc32)C1=O (stereo unspecified)
    -6	3	-4	8	-11	22	14	-2	-2	-32	-8

Results follow in this order: C8 TRAIL sens	TLR9-MyD88 block	NOD2-RIPK2 inh	TWEAK Fn14 block	EBV LMP1 NFkB	NCOA3 inh	NR2F2 inh	SRC1 inh	TROY signal inh	NCOA2 inhibitor	LRH-1 inv ag
COc1ccc(S(=O)(=O)NCCNC(=O)N2CCOCC2)cc1
    -3	-6	1	-7	-1	3	-5	14	11	6	-11
COc1cc(=O)n(C)c2c(OCC3OC(C)(C)OC3(C)C)cccc12 (stereo unspecified)
    -6	-5	-10	-20	-2	-11	12	-15	-29	-36	-15
O=C(NCC(=O)N1CC(O)CC1C(=O)N1CCCC1C(=O)OCc1ccccc1)OCc1ccccc1 (stereo unspecified)
    0	-2	-14	18	6	20	-6	1	10	14	1
COc1ccc2nc(NC(=O)C3CCCN(S(=O)(=O)c4c(C)noc4C)C3)sc2c1 (stereo unspecified)
    1	1	-8	13	1	16	-8	-8	-6	-23	-4
CC(=O)Nc1ccc(S(=O)(=O)NCC(=O)OCC(=O)NCc2ccco2)cc1
    4	-9	-6	22	-4	-14	-29	1	10	4	-18
CCCCCc1c(C)nc(N2CCc3ccccc3C2)[nH]c1=O
    6	9	-6	-11	-8	-3	10	-5	-5	0	-8
Cc1c(S(=O)(=O)Nc2ccc3c(c2)OCCO3)c(=O)n(C)c(=O)n1C
    4	0	-1	-9	-13	-7	-6	-5	-2	-12	2
Cc1ccccc1C(=O)NC(=S)NCc1ccccc1
    0	-3	-7	-14	-4	3	-3	12	1	-29	15
Cc1cc2ncc(S(=O)(=O)C(C)(C)C)c(N)n2n1
    -10	-5	-8	43	0	13	-4	-17	2	-39	16
COc1ccc(Cc2nnc(NC(=O)Nc3ccccc3F)s2)cc1
    0	2	-2	-11	-10	-4	-11	8	15	-8	-8
COC(=O)[C@@H](NC(=O)N1CCC(C)CC1)C(C)C
    -4	-10	-2	-7	4	13	13	16	8	-36	-3
COc1ccc(CN(C(=O)CN2C(=O)c3ccccc3S2(=O)=O)C(C(=O)NCC2CCCO2)c2ccncc2)cc1 (stereo unspecified)
    -5	-2	5	13	3	6	-2	5	-21	-4	8
CC(=O)N(/N=C/c1ccc([N+](=O)[O-])o1)c1nc2ccccc2c(=O)n1-c1ccccc1
    3	-1	-5	-5	8	8	11	-2	-2	1	44
C[N+]1(C2CCC3CCCC2C3O)CCCC1 (stereo unspecified)
    -9	4	-12	16	1	3	-4	4	2	-9	-16
Cn1cc(CNCc2ccc(-n3cccn3)cc2)c(-c2ccccc2F)n1
    1	-1	0	-2	11	7	10	-23	6	-7	4
CN(C)C(=O)Oc1cccc([N+](C)(C)C)c1
    -10&-8	3&-7	-2&0	-4&1	3&5	-2&-17	-1&-7	1&-2	5&14	7&1	-9&0
O=C(O)C1=CCC(c2ccc(Cl)c(Cl)c2)N(S(=O)(=O)c2ccc(F)cc2)C1c1cccc(F)c1 (stereo unspecified)
    7	.	-19	.	.	.	-5	.	.	-4	5
COC(=O)c1ccc(-c2cc(C(=O)O)c3cc4c(cc3n2)OCCO4)cc1
    26	3	-1	-11	-2	18	-24	-20	-38	-35	3
CN1OC[C@@H]2CN[C@H](c3cccc(-c4ccccc4)c3)C[C@@H]21
    4	-4	-17	13	3	1	-24	10	-13	4	-11
COc1cc(NC(=S)N2CCN(C)CC2)c(OC)cc1Cl
    2	0	-7	10	5	15	4	-31	2	-15	-16

Results follow in this order: C8 TRAIL sens	TLR9-MyD88 block	NOD2-RIPK2 inh	TWEAK Fn14 block	EBV LMP1 NFkB	NCOA3 inh	NR2F2 inh	SRC1 inh	TROY signal inh	NCOA2 inhibitor	LRH-1 inv ag
COc1ccccc1OCCCC(=O)Nc1ccc([N+](=O)[O-])cc1Br
    -12	4	-8	-10	-4	-10	15	8	9	10	-14
CC(C)CCNC(=O)c1onc(CSc2ccccc2)c1C(=O)NCCC(C)C
    6	1	-1	-10	0	23	6	2	-6	-22	15
Cc1nc(SCc2ccc([N+](=O)[O-])cc2)n[nH]1
    -10	17	-10	8	-5	-21	-8	-10	-43	-16	-5
COc1cc(OC)cc(-c2sc3ccc(OC)cc3c2-c2ccc(OCCN3CCOCC3)cc2)c1
    20	-2	10	7	-11	4	.	7	13	.	15
COC(=O)CSc1nc(C)cc(C(F)(F)F)c1C#N
    -12	-8	-8	7	-7	17	-2	3	-1	2	-6
O=C1CN(C(=O)CNCc2ccc(Cl)cc2)c2ccccc2N1
    5	-9	-5	-1	-1	8	-3	-14	4	2	-5
CCCCNC(=O)/C=C/c1ccc(OC)c(Br)c1
    -1	4	-1	-11	-12	18	-2	1	-18	-17	9
COc1ccc(CNc2ncnc3cc(OC)c(OC)cc23)cc1
    1	-13	10	-6	7	-21	-7	-17	15	2	-9
Nc1cccc(CCc2ccncc2)c1
    15	-2	-1	-6	-2	6	-17	-16	10	-19	-11
CN(CC(=O)NCCc1ccccc1)S(=O)(=O)c1cccs1
    -5	4	-1	-3	-5	9	0	-4	-5	-26	-3
Cc1cc2c(NC(=O)Nc3ccc(C(F)(F)F)cc3)cccc2nn1
    -19	-3	-4	2	5	9	-23	1	-6	-34	-5
CC1(C)CC(=O)C(C#N)=C(NCCCO)C1
    -1	-8	9	10	1	-4	-7	2	-4	-22	5
CCN(CC)CCCSc1nc2ccccc2s1
    7	13	12	2	2	-2	-40	-32	-5	-82	-6
O=C(NC1CC1)C1CCN(C2CCN(C(=O)/C=C/c3cccc(F)c3F)CC2)CC1
    -25	-16	-27	0	-2	7	15	-3	-6	8	-1
C/C(=N\Nc1nc(-c2ccccc2O)nc2ccccc12)c1ccccc1
    11	12	7	3	2	-17	-20	-54	-13	-34	15
COC(=O)c1c(C)oc2ccc(N(C(=O)Oc3ccccc3)S(=O)(=O)c3ccccc3)cc12
    -2	7	3	33	1	-6	-16	10	15	-6	22
Cc1cc(NC(=O)C2CC(c3ccc(Cl)cc3)=NO2)no1 (stereo unspecified)
    11	-4	6	3	-1	-3	-13	2	-18	-20	-4
CN(C)CCCN(C(=O)CCOc1ccccc1)c1nc2c(F)cccc2s1
    2	22*	48*	33	34	11	3	9	21	51	-10
CCOC(=O)CSc1nc(C)c2cccc(C)c2n1
    11	6	3	2	-10	14	8	10	-3	10	1
Nc1nnc(SCC(=O)c2ccc3c(c2)NC(=O)CO3)s1
    5	-2	-1	2	-1	-9	1	-36	-29	16	12

Results follow in this order: C8 TRAIL sens	TLR9-MyD88 block	NOD2-RIPK2 inh	TWEAK Fn14 block	EBV LMP1 NFkB	NCOA3 inh	NR2F2 inh	SRC1 inh	TROY signal inh	NCOA2 inhibitor	LRH-1 inv ag
C=CCNC(NC(=O)c1ccccc1)(C(=O)OCC)C(F)(F)F (stereo unspecified)
    -9	13	7	-4	2	-8	13	10	10	21	-5
N#Cc1ccc(NC(=S)Nc2ccccc2)cc1
    -3	3	-9	-5	4	6	1	14	-6	-16	7
Cc1ccc(S(=O)(=O)N2CCN(C(=O)Cn3c(=O)cnc4ccccc43)CC2)cc1
    -2	5	-5	8	0	2	-36	8	7	-3	-13
COc1ccc(N2CCN(C(=O)c3nc4nc(C)cc(C)n4n3)CC2)cc1
    -1	-3	0	0	2	5	-5	-26	7	6	4
COc1ccc(CNC(=O)COC(=O)c2cc3ccccc3o2)cc1
    5	3	-5	6	4	-13	20	-33	9	6	-1
CCN1CCN(Cc2ccc(NC(=O)Nc3cccs3)cc2)CC1
    32	-6	-2	30	-7	-55	-18	-61	-3	-37	-36
COc1ccc(N(C(=O)c2snc(C(N)=O)c2N)C(C(=O)NC2CCCCC2)c2ccc(F)cc2)c(OC)c1 (stereo unspecified)
    14	-1	-10	2	-3	0	-2	16	1	-3	5
C#CCn1c(O)c(N=NC(=O)CNC(=O)c2cccnc2)c2ccccc21
    0	-6	8	-14	-3	10	-19	12	17	-14	18

Screening data deposited in PubChem BioAssay by several laboratories.
